OXTR potentiator: potentiates the human oxytocin receptor response | P30559 | CHO-OTR cells, Fluo-8 calcium fluorescence, potentiator mode; 0% = oxytocin EC15, 100% = EC100 | activation, % at 3 µM | hit rate 0.061% among 320,000 | AID 2445;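 active = activation above that plate's cutoff, the mean activation of tested compounds plus 3 SD, cut at about 6.6% in these data, passing the limit was not always enough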;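 also: 100% uses oxytocin at 75 nM as the full agonist control; some results filed as inactive read as strong as hits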
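Assay system: CHO cell line stably expressing human OTR. Reagent: EC15 oxytocin agonist. Dosing: single dose, 3.0 µM nominal final compound concentration. Timing: compound 6 min at room temperature before oxytocin, 100 s read. Signal: kinetic Fluo-8 calcium fluorescence. Controls: oxytocin EC15 low and EC100 high.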
M1 PAM parental: M1 PAM counterscreen hit in parental CHO-K1 cells; AID 602247; activation, % at 3 µM; hit rate 0.02% among 360,000; ATP EC20, Fluo-8 calcium fluorescence; 0% at ATP EC20, 100% at ATP max;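 active = activation above the run cutoff, the mean activation of all test compounds plus 3 SD, cut at about 40% in these data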;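 also: peak over basal fluorescence ratio in a 140 s read after ATP addition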
CHO-K1 Ca antag: nonselective inhibitor or artifact in parental CHO-K1 cells. ATP-induced calcium, Fluo-8 fluorescence. inhibition, % at 3 µM. hit rate 0.6% among 360,000. AID 602250;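 active = inhibition above a per-plate cutoff, the plate's mean sample inhibition plus 3 SD, cut at about 24% in these data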;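 also: 0% = DMSO plus EC80 ATP and 100% = DMSO alone without ATP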
V1R ag counter: V1a receptor agonism, counter-screen for OXTR agonists | P37288 | CHO-V1R cells, Fluo-8 calcium fluorescence, agonist mode; 0% DMSO, 100% 3 nM vasopressin | activation, % at 3 µM | hit rate 0.25% among 320,000 | AID 2797;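 active = activation above the mean activation of all tested compounds plus 3 SD, per screening run, cut at about 20% in these data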;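 also: signal is peak over basal fluorescence ratio across a 100 second FLIPR read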
Target sequence (P37288 whole entry, looked up): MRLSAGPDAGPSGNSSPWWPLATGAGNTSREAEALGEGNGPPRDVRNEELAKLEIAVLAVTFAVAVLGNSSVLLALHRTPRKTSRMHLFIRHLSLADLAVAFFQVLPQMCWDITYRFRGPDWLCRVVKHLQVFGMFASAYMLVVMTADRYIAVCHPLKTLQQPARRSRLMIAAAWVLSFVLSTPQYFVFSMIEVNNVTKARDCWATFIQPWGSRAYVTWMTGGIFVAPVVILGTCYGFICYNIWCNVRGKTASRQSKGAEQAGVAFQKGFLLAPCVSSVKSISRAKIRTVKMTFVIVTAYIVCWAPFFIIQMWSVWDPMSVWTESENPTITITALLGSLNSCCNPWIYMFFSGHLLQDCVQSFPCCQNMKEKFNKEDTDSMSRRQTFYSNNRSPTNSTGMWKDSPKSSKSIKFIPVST
CHO-K1 Ca ag: M1 agonist counterscreen hit in parental CHO-K1 cells. Fluo-8 calcium fluorescence; scaled to maximal ATP response, vehicle zero. hit rate 0.48% among 360,000. activation, % at 3 µM; in the data active = activation above about 15%;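 also: untransfected CHO-K1 host cells lacking M1 receptor as counterscreen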
TAAR1 antag: human TAAR1 antagonism. Q96RJ0. CHO RD-HGA16 TAAR1, Fluo-8 calcium fluorescence, antagonist. inhibition, % at 3 µM. hit rate 1.5% among 360,000;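 active = inhibition above a per-plate cutoff, the mean inhibition of test compounds on that plate plus 3 SD, cut at about 49% in these data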;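 also: 0% = DMSO plus EC80 beta-PEA response and 100% = DMSO alone without agonist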
Target sequence (Q96RJ0 whole entry, looked up): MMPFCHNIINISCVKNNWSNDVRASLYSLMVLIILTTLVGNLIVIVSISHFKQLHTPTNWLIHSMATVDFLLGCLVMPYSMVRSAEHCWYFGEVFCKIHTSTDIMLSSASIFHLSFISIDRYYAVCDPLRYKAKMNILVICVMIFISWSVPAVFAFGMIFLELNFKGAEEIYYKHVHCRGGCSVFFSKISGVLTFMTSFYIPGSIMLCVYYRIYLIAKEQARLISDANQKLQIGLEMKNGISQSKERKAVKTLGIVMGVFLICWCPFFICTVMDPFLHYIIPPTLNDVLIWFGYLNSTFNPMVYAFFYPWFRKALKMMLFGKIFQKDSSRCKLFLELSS
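Material: RD-HGA16 CHO cells with stable hTAAR1 and Gα16; Dosing: single nominal final test compound concentration of 3 µM; Schedule: seeding 17-24 h prior, 75-min 37 °C, 30-min RT dye loading; Detection: kinetic Fluo-8 calcium fluorescence measurement; Measure: % inhibition from peak post-agonist over basal fluorescence ratio; Benchmarks: vehicle and agonist controls.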
CHRM1 agonist: activates human CHRM1 receptor; hit rate 0.33% among 360,000; AID 588814; activation, % at 3 µM; P11229; CHO-K1 hM1, Fluo-8 calcium fluorescence, agonist mode; 0% DMSO, 100% acetylcholine EC100;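 active = activation above the run's mean compound activation plus 3 SD, cut at about 16% in these data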;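 also: peak over basal fluorescence ratio within a 140 s kinetic read after compound addition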
TAAR1 agonist: agonists of human TAAR1; CHO RD-HGA16 TAAR1, Fluo-8 calcium fluorescence; vehicle wells 0%, saturating PEA agonist 100%; activation, % at 3 µM; hit rate 0.99% among 360,000;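 active = activation above the mean activation of all test compounds in the run plus 3 SD, cut at about 38% in these data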
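Assay system – CHO-derived RD-HGA16 cells with stable Gα16 and human TAAR1 · Compound dosing – one-point dosing at 3 µM (nominal) · Incubation – 17-24 h seeding, 75 min 37 °C dye, 30 min RT · Measured by – kinetic Fluo-8 calcium fluorescence · Control set – DMSO vehicle as 0%, PEA at EC100 as 100% · Repeats – single well for each compound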
CHO parental Ca: counter-screen: ATP calcium response change in parental CHO cells. inhibition, % at 5.6 µM. hit rate 0.63% among 330,000. AID 463079. parental CHO-K1, ATP-induced calcium, Fluo-8 fluorescence;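 active = inhibition above that plate's mean sample inhibition plus 3 SD, cut at about 26% in these data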;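 also: 0% = ATP-challenged DMSO wells and 100% = DMSO wells without ATP; some compounds past the cut are filed as inactive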
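Test system: parental CHO cells; detection: calcium-sensitive Fluo-8 fluorescence; evaluation: percent inhibition of calcium signal; also added: ATP as calcium-mobilizing challenge; repeats: one well per compound; control set: ATP-challenged DMSO wells low, unchallenged DMSO wells high; compound: single nominal dose of 5.6 µM per compound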
* hit, by the source's call; x = not tested or not shown. Hits appear at their usual frequency. Share with any hit: about 3.3%.

SMILES	OXTR potentiator	M1 PAM parental	CHO-K1 Ca antag	V1R ag counter	CHO-K1 Ca ag	TAAR1 antag	CHRM1 agonist	TAAR1 agonist	CHO parental Ca
CCOc1ccc2nc(SC(C)C(N)=O)[nH]c2c1 (centres undefined)	-10	-5	20	0.9	-0.3	-10	-2	0	2
C=CCn1c(=NC(=O)c2cccc(N3C(=O)CCC3=O)c2)sc2cccc(OC)c21	-7	5	0	1.6	5.5	74*	-1	18	-11
CCOc1ccc(CCNC(=O)CCS(=O)(=O)c2ccc(Cl)cc2)cc1OCC	-5	20	-2	5.9	0.2	-17	-6	-1	-30
Cc1ccc(-c2nn(C)c(=O)c3ccccc23)cc1S(=O)(=O)N1CCCC1	-5	-5	8	0.4	1.5	-2	-6	-1	-11
Cn1c2ccccc2c2ncn(CCN3CCOCC3)c(=O)c21	-14	14	-3	0.0	0.5	8	-4	2	-3
O=C(COC(=O)c1ccccc1NC(=O)c1ccco1)NCCC1=CCCCC1	-5	-4	23	0.3	1.8	25	-2	2	-30
CC12CCC(=O)N1C(C(=O)N1CCN(S(=O)(=O)c3cccc(Cl)c3)CC1)CS2 (centres undefined)	-4	2	1	-0.5	11	4	-2	-1	-9
O=c1c(N=Nc2ccccc2)c[nH]n1-c1ccccc1	x	0	1	x	0.1	-5	-3	2	x
O=C(O)c1ccc(CN(c2ccccc2)S(=O)(=O)c2ccccc2)cc1	4	9	-10	0.8	1.8	11	-1	3	2
O=C(NCc1ccco1)c1ccc2c(c1)OCCO2	-4	3	-2	0.2	0.1	2	-2	0	13
Cc1cccc(OC(=O)Nc2ccc(C(=O)O)c(O)c2)c1	x	-7	7	x	-0.1	-8	0	4	x
CC1CCN(S(=O)(=O)c2ccc(S(=O)(=O)N3CCCC3)cc2)CC1	-7	-3	10	0.2	8.2	-10	-7	2	-4
C(=N\c1nc2ccccc2n1CCN1CCCCC1)/c1cccs1	-11	20	-4	0.1	0.2	2	-4	5	-23
O=C(Nc1ccccc1)C1CCN(c2nccs2)CC1	-8	10	-2	0.0	0.1	4	-3	2	8
CC(=O)c1cccc(OCC(O)CNCC2CCCCC2)c1 (centres undefined)	x	-9	13	x	5.1	-6	-5	0	x
O=C1c2cccnc2C(Nc2cccc(F)c2)N1Cc1ccco1 (centres undefined)	-10	22	-20	0.0	1.5	-9	-10	9	-1
CC(C)CCOc1ccc(C(=O)NCC(c2cccs2)N2CCOCC2)cc1 (centres undefined)	-4	-10	5	-1.3	0.0	-3	-7	2	-37
CCN(CC)S(=O)(=O)c1cc(C(=O)NC2CCCCC2)ccc1C	-3	16	-7	-1.2	1.0	4	-6	2	-10
COc1ccccc1OCCOc1ccccc1/C=N/n1cnnc1	-6	14	-5	3.5	1.6	4	-5	7	-9
Cc1ccc(NC(=O)CCc2nnc3ccc(N4CCC5(CC4)OCCO5)nn23)cc1F	-9	9	-12	1.7	1.2	-16	-3	4	-5
Cc1cccc(-c2noc(CCC(=O)NC3CCCC3)n2)c1	-3	x	x	6.0	x	0	x	-1	-2
CN(CCCNC(=O)C1CCC(=O)N1Cc1ccccc1Cl)c1ccccc1 (centres undefined)	-6	-4	0	-0.3	0.3	2	-2	7	-11
CN1C(=O)NC2(O)C(=O)c3ccccc3C12O (centres undefined)	-4	12	-2	0.9	1.2	-8	9	4	-3
Cc1cccc(N2CCN(C(=O)CCn3c(=O)[nH]c4ccccc4c3=O)CC2)c1C	-16	13	-8	1.4	0.0	-6	-1	3	-23
C[C@@H]1CN([C@H](C)CO)C(=O)CCCn2nncc2CO[C@@H]1CN(C)C(=O)OCc1ccccc1	x	13	-17	x	0.0	-23	2	3	x
C[C@H]1CN(S(=O)C(C)(C)C)[C@@H](CCO)/C1=C\CCO (some centres undefined)	x	5	-5	x	0.8	-5	-2	1	x
Cc1cccc(N(C)S(=O)(=O)c2c[nH]c3ccc([N+](=O)[O-])cc23)c1	-15	23	-14	6.7	8.3	57*	-2	4	5
COc1cc(OC)cc(-c2nnc(NC(=O)c3ccc4c(c3)OCCO4)o2)c1	-7	-1	-7	-0.4	0.1	-5	-1	0	-1
CSc1nnc2c(=O)[nH]c(=O)n(C)c2n1	x	7	-6	x	0.2	-4	0	1	x
COc1cc(/C=N/NC(=O)c2cn(-c3cccc(C)n3)cn2)ccc1O	0	12	0	1.4	4.2	13	-4	4	0
CCCOC(=O)C1C2C=CC(C3CC23)C1C(=O)OCC(=O)c1ccccc1 (centres undefined)	-8	0	7	-0.6	1.9	12	-2	12	2
O=C(NN1C(=O)c2ccccc2C1=O)c1ccc2c(c1)C(=O)N(CC1CCCO1)C2=O (centres undefined)	-6	-4	-1	-0.2	0.5	2	-2	0	-3
Cn1nnnc1SCCNCc1ccccc1OCc1ccc(F)cc1	-6	-3	-8	2.7	0.3	-12	-2	1	-3
CC(=O)Nc1ccc(S(=O)(=O)Nc2nnc(CC(C)(C)C)s2)cc1	1	-15	8	1.1	-0.3	-22	-3	3	-1
COc1ccc(C(C)(NC(C)=O)c2nc(-c3cccc(C#N)c3)cs2)cc1 (centres undefined)	x	16	-1	x	0.3	-14	3	0	x
Nc1ccc2ccccc2c1C(=O)c1ccccc1	x	10	-14	x	-0.7	-19	1	6	x
CN(C)NC(=O)c1csnc1-c1c(Cl)cccc1Cl	-5	10	-7	1.0	0.9	9	-4	3	-8
COc1ccc(-c2nnc(NC(=O)c3ccc(F)cc3)o2)cc1	-5	18	-4	2.9	1.6	-12	-2	8	19
CC1CCCC/C1=N\NC(=S)Nc1cccnc1 (centres undefined)	2	29	-10	-0.3	1.1	8	-15	9	-8
C/C(=N\NC(=O)c1cc(C)[nH]n1)C(C)(C)C	-1	13	-5	0.1	0.0	-16	-4	3	-12
CCOC(=O)C(Cc1ccccc1)NC(=O)CCC(=O)c1ccc(OC)cc1 (centres undefined)	-6	-4	-4	1.9	0.3	-10	-2	0	-10
COc1ccc(Cc2c(-c3ccc(F)cc3)nc3ccc(Cl)cn23)c(C)c1	x	10	-23	x	1.2	-8	-6	-2	x
N#C/C(=C\c1ccc(N2CCCCC2)o1)C(=O)Nc1cccc(Br)c1	-21	-14	58*	199*	54*	101*	68*	189*	83*
CCCCN1C(=O)CC(SC2CC(=O)N(CCCC)C2=O)C1=O (centres undefined)	x	16	-11	x	0.1	-12	0	7	x
COc1ccc(CC(NC(C)=O)C(=O)N2CCN(C(=O)N(C(C)C)C(C)C)CC2)cc1 (centres undefined)	4	19	-20	1.0	0.5	6	-2	1	-4
Cn1c(=O)n(C)c2cc(/C=N/NC(=O)c3ccc(Cl)cc3)ccc21	-3	23	-14	-0.2	1.8	-9	-3	1	-13
Cc1ccsc1/C=N/n1c(-c2cccnc2)n[nH]c1=S	-1	14	-6	-0.3	0.3	-4	-4	11	-12
CCCCNc1nc2ccccc2n1CC(=O)Nc1ccc2c(c1)OCCO2	2	x	x	-0.9	x	-10	x	2	-25
CCCC(=O)Nc1c2c(nn1-c1cccc(Cl)c1)CS(=O)(=O)C2	-10	2	-9	-0.2	0.2	-6	-1	-1	-10
CCOC(=O)C1CCN(C(=O)c2[nH]c(C(F)(F)F)nc2-c2ccccc2)CC1	x	11	-18	x	0.4	-11	-3	1	x
CSc1ncnc2c1ncn2CCCNCCCN1CCCC1=O	x	5	-6	x	0.0	-19	-8	4	x
Cc1c(NC(=O)CSc2nccn2C)c(=O)n(-c2ccccc2)n1C	-5	9	1	-0.1	0.3	19	-2	9	4
O=C(O)CCc1ccc(-c2cccs2)n1CC(=O)Nc1ccccc1C(F)(F)F	-10	22	1	1.1	2.4	-6	-7	6	-15
O=C(O)c1ccc(N=Cc2c(O)ccc3oc4c(c23)CCCC4)cc1	1	6	-11	-0.5	1.9	-19	-4	1	-12
CN1CCN(NC(=S)Nc2ccc(OC(F)F)cc2)CC1	3	-7	-9	1.2	0.0	7	-3	0	-8
COc1ccc(-c2csc(NC(=O)Cc3ccccc3F)n2)cc1OC	-16	1	5	7.0	7.3	34	-3	10	13
COCC(C)n1c(SCC(=O)Nc2sccc2C(N)=O)nc2ccccc2c1=O (centres undefined)	-8	4	-5	0.5	1.7	-5	-3	7	-15
CN1CCN(c2ccc(NC(=O)c3ccc(-c4ccc(Br)cc4)o3)cc2)CC1	-16	16	4	1.7	0.3	16	-13	23	-25
COc1ccc(-n2c(C)c(C)c3c(N)ncnc32)cc1	-12	10	-12	0.3	0.6	-5	-5	6	-11
Cc1ccc(OCc2ccc(C(=O)Nc3ccc(C(N)=O)cc3)o2)c([N+](=O)[O-])c1	0	-9	9	4.6	4.3	15	2	5	-7

Grouped by structure, those above with a nitro group on carbon.
SMILES	OXTR potentiator	M1 PAM parental	CHO-K1 Ca antag	V1R ag counter	CHO-K1 Ca ag	TAAR1 antag	CHRM1 agonist	TAAR1 agonist	CHO parental Ca
Cc1cccc(N(C)S(=O)(=O)c2c[nH]c3ccc([N+](=O)[O-])cc23)c1	-15	23	-14	6.7	8.3	57*	-2	4	5
Cc1ccc(OCc2ccc(C(=O)Nc3ccc(C(N)=O)cc3)o2)c([N+](=O)[O-])c1	0	-9	9	4.6	4.3	15	2	5	-7

Other results:
SMILES	OXTR potentiator	M1 PAM parental	CHO-K1 Ca antag	V1R ag counter	CHO-K1 Ca ag	TAAR1 antag	CHRM1 agonist	TAAR1 agonist	CHO parental Ca
C=CCc1cccc(Cl)c1OCCON1C(=O)CCC1=O	-1	18	-8	-0.6	0.6	13	-5	9	-7
CCCCn1cnc2cc(NCc3cccc(OC)c3O)ccc21	-3	9	-8	5.2	0.8	-7	-5	31	1
O=C(Nc1cccc2[nH]ncc12)c1ccc(F)cc1	-1	29	-7	-0.5	0.7	9	-3	4	-10
CCC(C)Sc1cccc(-c2nc3ccccn3c2NCc2ccccc2)c1 (centres undefined)	-8	0	4	-1.5	3.1	84*	-6	13	14
Cc1ccc(NS(=O)(=O)c2cc(C(=O)N(C)C3CCN(C)CC3)ccc2Cl)cc1Cl	11	12	-11	1.2	4.1	8	-4	0	-14
CCc1ccc(NS(=O)(=O)c2cccs2)cc1	1	26	-16	-0.2	1.8	10	-8	8	-6
C=CC(=O)N1C/C(=C/c2ccccc2)C(=O)/C(=C\c2ccccc2)C1	x	23	-5	x	2.7	24	4	12	x
N#CC(CCc1ccccn1)c1ccccc1 (centres undefined)	x	24	-19	x	1.2	8	-7	1	x

Source: PubChem BioAssay (The Scripps Research Institute Molecular Screening Center)
